# Glioma ERSR ind: qHTS for Inducers of the Endoplasmic Reticulum Stress Response (ERSR) in Human Glioma: qHTS; U87-MG GRP78 promoter luciferase reporter, 16 h; Potency, µM, inactives show at the highest dose activation, most hits filed as activators; actives 0.02% (n = 420,000); note: potency is the fitted concentration of half-maximal effect; series mostly up to about 76 µM; % of control where 0% means no effect; nearly all actives have a fitted effect of over 35% in size
#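 Stably transfected U87-MG glioma cells carrying a GRP78-based luciferase sensor; 16 h compound incubation. Luminescence end-point read 10 min after Bright-Glo addition at room temperature.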
# D1 antag: Antagonist of Human D 1 Dopamine Receptor: qHTS. activity change, negative = inhibition, % at 10 µM. AID 504652, 2011. HEK293 TREx D1 cells, calcium flux, dopamine EC80; active compounds read low. actives 3.2% (n = 360,000). D(1A) dopamine receptor (Homo sapiens), P21728; in the data active = activity change below about -30%; note: % is set by controls: 0 for no effect and ±100 for the full control effect
# Target sequence (P21728 whole entry, looked up): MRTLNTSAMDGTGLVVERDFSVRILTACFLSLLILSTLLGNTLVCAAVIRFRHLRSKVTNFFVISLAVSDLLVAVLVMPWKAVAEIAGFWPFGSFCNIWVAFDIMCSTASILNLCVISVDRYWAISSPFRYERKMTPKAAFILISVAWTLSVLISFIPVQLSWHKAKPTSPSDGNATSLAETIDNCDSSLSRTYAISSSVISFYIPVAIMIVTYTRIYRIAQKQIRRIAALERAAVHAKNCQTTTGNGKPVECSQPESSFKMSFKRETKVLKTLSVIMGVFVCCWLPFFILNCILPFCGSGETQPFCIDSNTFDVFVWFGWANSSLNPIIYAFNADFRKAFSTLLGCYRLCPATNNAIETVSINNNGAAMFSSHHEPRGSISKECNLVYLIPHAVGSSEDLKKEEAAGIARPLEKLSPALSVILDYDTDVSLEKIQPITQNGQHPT
#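 Cells carrying a force-coupled, tetracycline-inducible human D1 receptor report calcium flux. Each well gets a 10 s baseline, compound with 180 s monitoring, then an EC80 dopamine stimulus with a second 180 s kinetic read.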
# Vif-A3G inh: qHTS for Inhibitors of Vif-A3G Interactions: qHTS. HeLa A3G-eYFP + Vif (tagged APOBEC3G with the HIV-1 protein that degrades it), YFP fluorescence, overnight. DNA dC->dU-editing enzyme APOBEC-3G (Homo sapiens), Q9HC16. actives 0.076% (n = 410,000). AID 602310, 2012. Potency, µM (top dose mostly 46.1 µM), inactives show at the highest dose activity, negative = active, most hits filed as inhibitors;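 note: potency is the fitted concentration of half-maximal effect; % is set by controls: 0 for no effect and ±100 for the full control effect; nearly all actives have a fitted effect of over 60% in size; hits raise eYFP signal because A3G escapes Vif-driven loss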
# Target sequence (Q9HC16 whole entry, looked up): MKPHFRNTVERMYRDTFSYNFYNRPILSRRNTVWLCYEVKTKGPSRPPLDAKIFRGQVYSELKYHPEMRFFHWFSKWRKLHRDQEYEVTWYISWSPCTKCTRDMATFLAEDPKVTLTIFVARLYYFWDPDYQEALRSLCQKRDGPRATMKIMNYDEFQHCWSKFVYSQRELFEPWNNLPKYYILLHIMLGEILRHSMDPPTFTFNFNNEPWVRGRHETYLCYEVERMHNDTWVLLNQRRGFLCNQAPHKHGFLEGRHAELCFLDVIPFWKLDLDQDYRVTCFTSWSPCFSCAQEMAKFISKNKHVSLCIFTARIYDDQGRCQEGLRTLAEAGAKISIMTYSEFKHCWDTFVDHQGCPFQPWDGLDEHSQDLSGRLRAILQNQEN
#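 Read-out is eYFP fluorescence (Ex 488/Em 500-530) from Vif-expressing HeLa A3G-eYFP cells; more signal means A3G escaped Vif-mediated degradation. Cells plated overnight, compound pinned in, incubated overnight at 37 deg C.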
# Vif-A3F inh: qHTS for Inhibitors of Vif-A3F Interactions: qHTS. HeLa A3F-eYFP + Vif (tagged APOBEC3F with the HIV-1 protein that degrades it), YFP fluorescence increase. Potency, µM (highest dose often 46.1 µM), inactives show at the highest dose activity, negative = active. actives 0.2% (n = 390,000). AID 602313, 2012; note: potency is the fitted concentration of half-maximal effect; % of control where 0% means no effect; nearly all actives have a fitted effect of over 65% in size
#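 HeLa cells stably expressing Vif plus C-terminally eYFP-tagged A3F were seeded, incubated overnight at 37 deg C, dosed with compound, incubated overnight again at 37 deg C. Yellow fluorescence (Ex 488/Em 500-530) reported blocked Vif-mediated A3F-eYFP degradation.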
# D1 PAM: Potentiators of Human D1 Dopamine Receptor: qHTS; HEK293 TREx D1 cells, calcium flux, dopamine EC20 potentiation; potentiation, % at 10 µM; actives 0.036% (n = 360,000); AID 504651, 2011; in the data active = potentiation above about 30%; note: 0% is about no effect
# RXFP1 ag: qHTS Assay for Agonists of the Relaxin Receptor RXFP1 | AID 2676, 2010 | Relaxin receptor 1 (Homo sapiens), Q9HBX9 | actives 0.3% (n = 370,000) | Potency, µM (top dose mostly 57.5 µM), without a hit: top-dose activation, usual class: activators | HEK293T-RXFP1 cAMP TR-FRET, 30 min; response scale: percent of porcine relaxin response, buffer zero; note: potency is the fitted concentration of half-maximal effect; % is set by controls: 0 for no effect and ±100 for the full control effect; nearly all actives have a fitted effect of over 60% in size; many of its hits are not listed in these tables
#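 Agonist response is measured as cAMP accumulation in an RXFP1-transfected HEK293T line under PDE4 inhibition. Values are scaled between buffer-only and 29 nM porcine relaxin, and EC50s come from standard Hill equation fits.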
# D1 ag: Allosteric Agonists of the Human D1 Dopamine Receptor: qHTS; D(1A) dopamine receptor (Homo sapiens), P21728; HEK293 T-REx D1 cells, calcium flux, agonist mode; activation, % at 2 µM; actives 1% (n = 360,000); AID 504660, 2011; in the data active = activation above about 30%; note: 0% is about no effect
#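 Agonism was scored from calcium flux recorded over 180 s (1 read/s) after pintool compound addition, following a 10-cycle baseline. Cells were inducible force-coupled HEK293 TREx D1, plated overnight at 30 C and loaded with no-wash calcium dye.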
# D2 potentiator: HTS Assay for Positive Allosteric Modulators of the Human D2 Dopamine Receptor: Primary Screen for Potentiators; AID 485347, 2010; HEK293 T-REx D2, calcium flux, EC20 dopamine potentiation; actives 0.34% (n = 340,000); D(2) dopamine receptor (Homo sapiens), P14416; potentiation, % at 10 µM;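 active = potentiation over 3 SD above the plate norm, cut at about 30% in these data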; note: 0% is about no effect
#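 Potentiation of an EC20 dopamine calcium response is measured in a force-coupled, tetracycline-inducible Hek293 Trex D2 line. Compound-only kinetic reads over 180 s flag agonists before dopamine addition.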
# LDHA block: qHTS assay for inhibitors of human lactate dehydrogenase; purified LDHA, NADH/diaphorase-resazurin fluorescence; active compounds read low; activity change, % (values are at about 110 or 230 µM); actives 0.15% (n = 480,000); in the data active = activity change below about -30%;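 note: plate controls were DMSO wells for no effect and wells without enzyme for full effect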
#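 Human LDH5 (2 nM) was incubated with 0.06 mM NADH and 0.2 mM pyruvate for 5 min at room temperature in Tris pH 7.4. Remaining NADH was coupled through diaphorase/resazurin, and resorufin fluorescence was read at 0 and 20 min.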
# An asterisk follows results filed as active; . = not tested or not shown; & = joins results of further samples. Unless noted, calls come from the whole dose curve; as a rule, active = well fitted curve in the direction sought with a large enough effect; inconclusive = small, poorly fitted or top-dose-only effect, or another doubt; inactive = no such curve, though single readings can be large; an effect the other way counts as inactive or inconclusive. Only part of the results is shown (hit frequency here may not be typical).
structure	Glioma ERSR ind	D1 antag	Vif-A3G inh	Vif-A3F inh	D1 PAM	RXFP1 ag	D1 ag	D2 potentiator	LDHA block
COc1cc(/C=C(\C#N)C(=O)NCc2cccs2)ccc1O	0%	-3	-7%	-11%	3	-0.1%	3	-9	6
CN1N=C2c3ccccc3CCCC2C1c1ccc(F)cc1 (configuration not stated)	2%	8	-6%	-8%	-8	1.3%	2	12	4
CC(C)[C@H](NC(=O)N1c2ccccc2NC(=O)[C@@H]1C(C)C)C(=O)N1CCC[C@H]1C(=O)O	-1%	9	1%	-8%	-1	3.7%	3	9	-12
COc1cccc(Nc2c3c(nc4nncn24)CCC3)c1	2%	-7	1%	-4%	2	11%	-1	20	-7
CC1CCN(Cc2c(C(=O)N/N=C/c3ccc(C(F)(F)F)cc3)nnn2-c2nonc2N)CC1	-1%	6	-5%	0%	1	2.5%	1	5	-2
CC(=O)Nc1cccc(NC(=O)CSc2cn(CC(=O)N3CCCC3)c3ccccc23)c1	-5%	12	-4%	-5%	-3	-1.1%	0	3	3
CCc1ccccc1NC(=O)CSC1=C(C#N)C(c2ccc(O)c(OC)c2)C2=C(CCCC2=O)N1 (configuration not stated)	-2%	-13	-7%	-1%	-1	0.0%	2	-4	9
CC(=O)Nc1ccc(S(=O)(=O)NNC(=O)COc2ccc(C)cc2)cc1	-2%	-33*	0%	-1%	-19	0.0%	0	12	-5
CC(C)c1nnc(NC(=O)CSc2nc3ccccc3[nH]2)s1	-2%	16	-9%	14%	4	2.4%	2	3	-7
CCOC(=O)c1cnc(SCC(C)C)nc1N	5%	-14	5%	-19%	3	1.4%	-1	28	-17
CN(C)c1ccc(CNC(=O)CN(C)S(=O)(=O)c2cccc3cccnc23)cc1	-4%	-66*	0%	1%	.	-0.2%	0	-2	7
Cc1nc2ccccc2n1CC(=O)c1ccc(O)c(O)c1	-2%	.	1%	4%	5	0.1%	0	12	-1
COc1ccccc1CN(C)C(=O)CN1CCN(C(=O)c2cccs2)CC1	-4%	-8	2%	-1%	4	-1.6%	4	-26	-5
CC1(C)C[C@@H]2C[C@@](C)(CN2C(=O)c2ccccc2)C1	-1%	-20	2%	7%	0	-1.9%	1	1	-5
COc1ccccc1NC(=O)c1ccc2c(c1)nnn2C	-4%	-21	-4%	-4%	-2	1.9%	4	3	0
Cc1ccccc1C(=O)N(Cc1sccc1C)C1CCS(=O)(=O)C1 (configuration not stated)	.	-3	.	.	1	0.5%	-2	10	-12
COc1cc2c(cc1OC)C(COc1cccc(C(F)(F)F)c1)N(C(=O)c1ccc(S(=O)(=O)N3CCCC3)cc1)CC2 (configuration not stated)	-1%	-11	-4%	-5%	-2	0.6%	3	10	-3
CCCc1nc2ccccc2c(C(=O)O)c1CC	-3%	16	0%	0%	15	6.7%	1	-3	-12
O=C(Cc1cn2ccsc2n1)OCc1ccccc1	6%	-2	3%	-11%	2	-0.8%	3	-3	-6
CCN(CCNC(=O)c1ccc(CSc2nc3ccncc3[nH]2)cc1)c1ccccc1	-3%	-12	1%	-2%	-4	0.2%	1	.	-2
CCOC(=O)c1ccc(NC(=S)NCc2ccccc2)cc1	8%	-56*	4%	-7%	-17	-0.1%	22	2	-7
Cc1occc1C(=O)NNC(=O)c1ccc(S(=O)(=O)N(C)C)cc1	0%	-16	-1%	-9%	-2	1.9%	2	8	-2
CCC1CCCCN1S(=O)(=O)c1ccc(C(=O)Nc2nnc(-c3ccccc3Cl)o2)cc1 (configuration not stated)	0%	-8	0%	-4%	-3	0.5%	3	-11	-2
COc1ccc(CN2CC[C@H]3C=CC[C@@H](C(=O)NCCc4ccccc4)[C@H]3C2=O)cc1OC	5%&2%	.	2%&-3%	2%	.	.	.	.	-9

# A second format for part of the listing above.
COc1ccc(CN2CC[C@H]3C=CC[C@@H](C(=O)NCCc4ccccc4)[C@H]3C2=O)cc1OC
  Glioma ERSR ind = 5%&2%
  D1 antag = .
  Vif-A3G inh = 2%&-3%
  Vif-A3F inh = 2%
  D1 PAM = .
  RXFP1 ag = .
  D1 ag = .
  D2 potentiator = .
  LDHA block = -9
CC1(C)C[C@@H]2C[C@@](C)(CN2C(=O)c2ccccc2)C1
  Glioma ERSR ind = -1%
  D1 antag = -20
  Vif-A3G inh = 2%
  Vif-A3F inh = 7%
  D1 PAM = 0
  RXFP1 ag = -1.9%
  D1 ag = 1
  D2 potentiator = 1
  LDHA block = -5

# Further records follow.
structure	Glioma ERSR ind	D1 antag	Vif-A3G inh	Vif-A3F inh	D1 PAM	RXFP1 ag	D1 ag	D2 potentiator	LDHA block
CCOc1ccc(C(=O)OCC(=O)N2CC(C)OC(C)C2)cc1OCC (configuration not stated)	-3%	2	4%	3%	0	1.0%	0	15	-3
O=C(NNC(=O)c1nn(-c2ccc(F)cc2)ccc1=O)c1ccc(C(F)(F)F)cc1	-5%	-1	-1%	8%	-2	-0.8%	1	8	0
CCCc1cc(C(=O)Nc2sc3c(c2C(=O)OCC)CCCC3)no1	-2%	-4	1%	0%	2	0.0%	-3	3	0
O=C(CSc1nnc(Cc2cc(=O)[nH]c(=O)[nH]2)n1-c1ccc(F)cc1)NC1CCCC1	-5%	8	-6%	7%	-3	1.0%	0	2	-2
O=C(O)c1ccccc1-c1ccccc1C(=O)Nc1ccc(F)cc1	-3%	2	1%	5%	6	-2.8%	0	10	-16
O=C(Cc1ccccc1)Nc1c2c(nn1-c1cccc(Cl)c1)CS(=O)(=O)C2	-5%	5	2%	3%	-1	1.4%	0	7	1
Cc1cccc(NC(=O)c2sc3nc(N4CCOCC4)c4c(c3c2N)CCCC4)c1	-8%	15	-2%	9%	3	15%	3	0	1
Cc1ccc(Cl)cc1N1CCN(CCCNC(=O)c2nnc(Cc3cccc(Cl)c3)o2)CC1	-4%	0	-13%	2%	-3	0.5%	16	-17	-1
Cn1ncc(Cl)c1C(=O)Nc1ccc(CN2CCCCC2)cc1	-5%	2	0%	0%	6	2.2%	6	-13	-2
CN1C(=O)C2(c3ccccc31)c1c(oc3ccccc3c1=O)C(=O)N2CCCO (configuration not stated)	-3%	-31*	1%	17%	-6	0.4%	3	-4	-5
Cc1cc([N+](=O)[O-])cc2c1NC(c1ccccn1)C1CC=CC21 (configuration not stated)	-2%	-9	-1%	1%	-1	-0.8%	3	-6	2
COc1cc(COc2ccc(-c3nnco3)cc2)ccc1OC(F)F	-1%	-5	0%	-6%	-3	-4.0%	4	.	-3
CCOc1ccc(NC(=O)CCC(=O)NNC(=O)c2ccc(Br)o2)cc1	-1%	-4	1%	-15%	-6	0.9%	3	0	-9
CCc1ccc(N(CC(=O)NC(C)C)C(=O)CCC(=O)Nc2nccs2)cc1	-4%	-26	-2%	14%	1	-3.1%	1	-5	-7
Cc1cc(Br)ccc1OCC(=O)N(Cc1nc(-c2ccccc2)no1)C(C)C	-5%	-16	0%	0%	-8	0.4%	5	21	2
O=C(OCCN1C(=O)c2ccccc2C1=O)C1CC(O)CN1S(=O)(=O)c1ccc(Cl)cc1 (configuration not stated)	1%	-5	-3%	-3%	-6	2.6%	0	-10	-3
CCOC(=O)CN1N=C(c2ccc(C)cc2)CCC1=O	-3%	-5	1%	17%	-3	2.5%	2	-2	-9
CCOC(=O)Cn1c(C)cc(=O)c2cccc(C)c21	-1%	1	4%	-9%	-6	0.3%	1	7	-6
O=C(O)[C@H]1Cc2ccccc2CN1S(=O)(=O)c1ccc(F)cc1	-3%	-4	-14%	5%	3	-0.4%	0	8	-6
Cc1ccc(Cl)cc1-n1c(=O)cc(N2CCN(C(=O)c3ccco3)CC2)[nH]c1=O	0%	6	2%	-9%	-3	1.3%	-1	13	-3
Cn1c(=O)c2c(SCC(=O)N3CCOCC3)nc(-c3ccccc3F)nc2n(C)c1=O	-4%	2	-1%	0%	-1	11%	0	-8	-12
Cc1ccc(Cl)cc1N1CCN(C(=S)NCCc2ccccc2)CC1	1%	.	2%	11%	0	3.2%	3	2	1
Cc1ccccc1NC(=O)Cn1c(=O)n(CCCCCC(=O)NCc2ccc3c(c2)OCO3)c(=O)c2sccc21	-8%	-3	-22%	-9%	0	15%	2	-3	-13
Cc1c(C)c(C)c(CN2CCCC2)c(C)c1C	-7%	-4	0%	14%	-1	-0.1%	4	-10	-3
CC(=O)NC(Cc1ccccc1F)C(=O)NC1CCN(C(=O)c2cnccn2)CC1 (configuration not stated)	1%	4	0%	0%	-1	0.7%	2	-2	-19
COc1cc(NC(=O)Cn2cnc3c(NCc4ccccc4)ncnc32)cc(OC)c1OC	-1%	.	-4%	2%	.	.	.	.	1
CCOc1ccc(NC(=O)c2cc(S(=O)(=O)NC3CCCCCC3)ccc2F)cc1	-1%	-21	7%	-17%	-1	4.0%	-1	-9	1
S=c1c2[nH]cnc2ncn1CCSc1ncnc2nc[nH]c12	-6%	.	-1%	-14%	.	.	.	.	5
CCOc1ccc(N(CC(=O)NCc2ccc(F)cc2)C(=O)c2ccco2)cc1	0%	-1	4%	-4%	3	-0.3%	2	24	-6
COC(=O)c1ccc(COC(=O)c2cnc(Cl)c(Cl)c2)cc1	6%	-7	4%	1%	3	2.5%	3	12	-2
Cc1cc(NC(=O)COc2cccc([N+](=O)[O-])c2)no1	1%	7	-2%	-11%	-1	-1.5%	4	8	-11
CCN(CC)C(=O)c1cccc(NC(=O)c2ccc3c(=O)n4c(nc3c2)CCC4)c1	-3%	-40*	2%	-3%	-7	0.8%	1	7	-3

# Screening results as filed in PubChem BioAssay.
